Screening data: PubChem BioAssay, Sanford-Burnham Center for Chemical Genomics
hIAP inh = human IAP inhibition; P09923; inhibition, % at 10 µM; 330,000 compounds, 0.12% hits; purified IAP, CDP-Star luminescence, 30 min;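 active means inhibition reaching a set limit with compound at 10 µM in the primary screen, cut at about 35% in these data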;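 further: plate controls were DMSO wells with enzyme for no effect and no-enzyme buffer wells for full effect; values of inactives mirror those of a sister screen read the other way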
Target sequence (P09923 whole entry, looked up): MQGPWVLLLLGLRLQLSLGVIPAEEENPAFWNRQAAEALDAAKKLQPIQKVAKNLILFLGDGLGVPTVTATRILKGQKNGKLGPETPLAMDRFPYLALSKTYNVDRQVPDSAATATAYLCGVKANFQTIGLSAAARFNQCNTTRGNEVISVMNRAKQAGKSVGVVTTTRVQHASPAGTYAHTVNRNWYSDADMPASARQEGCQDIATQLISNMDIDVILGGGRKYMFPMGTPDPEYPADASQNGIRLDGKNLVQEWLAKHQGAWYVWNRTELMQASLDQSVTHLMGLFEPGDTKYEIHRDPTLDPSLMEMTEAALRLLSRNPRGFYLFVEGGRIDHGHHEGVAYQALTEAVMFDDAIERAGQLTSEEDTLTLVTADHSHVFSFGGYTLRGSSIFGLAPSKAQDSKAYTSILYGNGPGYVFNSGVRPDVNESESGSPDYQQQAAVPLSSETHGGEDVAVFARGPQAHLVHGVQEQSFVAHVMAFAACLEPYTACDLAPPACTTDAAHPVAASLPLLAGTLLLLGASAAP
Apaf1 inhib = human Apaf-1 inhibition. reconstituted apoptosome caspase-3 activity, DEVD-Rh110 fluorescence. inhibition, % at 20 µM. 330,000 compounds, 0.71% hits. O14727; active means inhibition of at least 40% at 20 µM;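 further: plate controls were DMSO wells for no effect and DEVD-CHO caspase inhibitor wells for full effect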
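detection = Rh110 fluorescence intensity | test system = biochemical Apaf-1 apoptosome reconstitution | also added = cytochrome c and DEVD-Rh110 substrate | schedule = 30 min plus 50 min, RT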
tim10-1 inh = growth inhibitors of tim10-1 mutant yeast; S. cerevisiae tim10-1 ts strain growth, BacTiter-Glo, 24 h; 330,000 compounds, 2.2% hits; AID 463190; inhibition, % at 20 µM;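 active means inhibition of at least 40%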;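 further: mutant grown at 25 °C; 0% = DMSO wells with yeast and 100% = wells holding no yeast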
TIM10 inh = inhibits growth of TIM10 yeast strain. S. cerevisiae TIM10 strain growth, BacTiter-Glo luminescence, 24 h. inhibition, % at 10 µM. 330,000 compounds, 1.4% hits. AID 463195;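 active means inhibition of 40% or more at the single tested concentration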;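 further: wild-type TIM10 isogenic control strain grown at permissive 25 °C; 0% = DMSO yeast wells and 100% = minimal medium wells without yeast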
NLRP3 yeast inh = blocks the NALP3 inflammasome reconstituted in yeast. Yeast reconstituted NLRP3/ASC/caspase-1, beta-gal luminescence, 24 h. inhibition, % at 10 µM. 330,000 compounds, 0.39% hits. AID 2825;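 active means inhibition of 50% or more; inactive means inhibition below 50%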;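 further: plate controls were induced DMSO wells for no effect and uninduced yeast grown without galactose for full effect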
mIAP act = increases mouse intestinal alkaline phosphatase activity. 330,000 compounds, 0.24% hits. AID 2805. activation factor at 10 µM. muIAP, CDP-Star luminescence, 30 min; hits give high values; 1 = vehicle-only enzyme signal, 0 = enzyme-free wells;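 active means activation factor of at least 2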; further: the source names both 10 and 20 µM as test concentration; values of inactives mirror those of a sister screen read the other way
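System: mouse IAP enzyme. Reagent: CDP-Star chemiluminescent phosphatase substrate. Benchmarks: DMSO wells, no-enzyme wells. Times: 30 min enzyme-substrate-compound incubation at room temperature. Detection: luminescence from enzymatic CDP-Star hydrolysis. Doses: test compounds delivered from DMSO solution.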
hIAP activ = human IAP activation; 330,000 compounds, 0.16% hits; purified human IAP, CDP-Star luminescence, 30 min; hits give high values; 1 = vehicle-only enzyme, 0 = enzyme-free background; activation factor at 10 µM; AID 2524; P09923;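 active means activation factor of the enzyme at least 2-fold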; further: the source names both 10 and 20 µM as test concentration; values of inactives mirror those of a sister screen read the other way
ATG4B inhibitor = ATG4B (human) cysteine protease inhibition | Q9Y4P1 | ATG4B cleavage of LC3-PLA2, NBD-HPC fluorescence, 1 h | inhibition, % at 8.33 µM | 340,000 compounds, 0.51% hits; in the data active means inhibition above about 40%
Target sequence (Q9Y4P1 whole entry, looked up): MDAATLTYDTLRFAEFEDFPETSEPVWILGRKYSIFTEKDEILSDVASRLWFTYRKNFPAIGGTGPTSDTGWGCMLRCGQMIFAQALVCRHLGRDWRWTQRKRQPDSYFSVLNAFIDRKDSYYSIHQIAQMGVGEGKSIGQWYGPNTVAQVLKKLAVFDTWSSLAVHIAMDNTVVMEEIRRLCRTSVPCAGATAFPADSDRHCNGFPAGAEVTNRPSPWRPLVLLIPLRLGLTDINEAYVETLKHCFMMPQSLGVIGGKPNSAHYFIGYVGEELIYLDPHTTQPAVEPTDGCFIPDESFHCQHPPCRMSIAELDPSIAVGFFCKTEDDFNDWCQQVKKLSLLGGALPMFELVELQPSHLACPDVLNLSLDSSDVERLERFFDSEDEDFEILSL
mIAP inh = blocks mouse intestinal alkaline phosphatase; purified mouse IAP, CDP-Star luminescence, 30 min; 330,000 compounds, 0.2% hits; inhibition, % at 10 µM; AID 2806;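 active means inhibition of at least 40% at 10 µM in the primary screen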;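 further: plate controls were DMSO with enzyme for no effect and no enzyme wells for full effect; values of inactives mirror those of a sister screen read the other way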
Numbers without * were called inactive.

SMILES	hIAP inh	Apaf1 inhib	tim10-1 inh	TIM10 inh	NLRP3 yeast inh	mIAP act	hIAP activ	ATG4B inhibitor	mIAP inh
CC1CC(C)CN(S(=O)(=O)c2cccc(C(=O)N3CCN(c4ccc(F)cc4)CC3)c2)C1 (centres undefined)	3	24	17	2	25	0.95	0.97	-8	5
O=C(CSC1=NS(=O)(=O)c2cc(F)ccc2N1)NCCc1ccccc1	-10	4	-23	-5	7	1	1.1	4	0
Cc1cc(NC(=O)c2ccccc2)ncc1NC(=O)c1ccco1	15	-3	2	20	-3	0.93	0.85	-4	7
CCNC(=S)N1CCN(CCN2C(=O)c3cccc4cccc(c34)C2=O)CC1	-1	-8	15	11	20	1	1	-9	-1
Cc1snc(SCC(=O)c2ccc(Cl)cc2)c1C#N	0	14	34	2	14	0.86	1	-2	14
CCSC1=N/C(=C\c2ccc(OC)cc2)C(=O)N1	4	-7	18	11	29	1	0.96	1	-2
CN(C(=O)CC(=O)Nc1ccc(Cl)c(Cl)c1)c1ccccc1	-12	0	15	16	11	1	1.1	-2	-3
Clc1nc2sccn2c1/C=N/n1cnc2ccccc21	9	7	3	19	10	0.91	0.91	-14	9
CCN1CCN(C(=O)c2cnn3c(C(F)F)cc(-c4ccc(C)cc4)nc23)CC1	6	-13	14	11	-5	0.92	0.94	-5	8
Cc1ccc(S(=O)(=O)N2CCC(=O)N2)cc1	0	-1	3	4	14	0.93	1	2	7
COc1cc(-c2cc(C(=O)Nc3ccc(C)c(S(=O)(=O)N4CCOCC4)c3)c3ccccc3n2)cc(OC)c1OC	-4	10	19	12	4	0.86	1	-6	14
O=C(Cn1cnnn1)Nc1cccc([N+](=O)[O-])c1	-1	-5	14	-5	-8	0.95	1	4	5
CC1CC1C(=O)OCC(=O)Nc1ccc(Cl)cn1 (centres undefined)	0	-10	0	4	9	0.99	1	-3	1
Clc1ccc(CO/N=C/c2c(-c3ccccc3)nc3n2CCS3)c(Cl)c1	1	14	2	1	13	0.9	0.99	14	10
O=C(c1ccccc1)c1c[nH]cc1-c1ccccc1	10	-6	13	5	-9	0.99	0.9	-5	1
CC1CN(C(=O)COc2ncnc3ccccc23)CC(C)O1 (centres undefined)	7	1	10	3	-10	1.1	0.93	-3	-7
Cc1cc2nc(-c3ccc(SCC(=O)Nc4ccc(S(=O)(=O)NC5CC5)cc4)nc3)[nH]c2cc1C	18	1	22	14	1	1.1	0.82	1	-12
O=C1CC(c2ccccc2)CC(O)=C1C=Nc1ccccc1O (centres undefined)	-12	-4	1	6	17	0.91	1.1	-1	9
COc1cccc(C(=O)N2CCN(C(=O)COc3ccc4ccccc4c3)CC2)c1	10	-1	21	17	1	1	0.9	-1	0
O=S1(=O)N=C(N/N=C/c2cccs2)c2ccccc21	19	6	-11	-9	10	0.92	0.81	-6	8
COC(=O)c1c(NC(=O)CSc2nc3ccccc3c(=O)n2Cc2ccco2)sc(C)c1C	-1	-4	9	9	9	0.92	1	-1	8
Cc1ccccc1OCC(=O)NCCN1CCCC1	-4	-9	4	-10	11	0.97	1	-13	3
Cc1cccc(N2CCN(C(=O)c3ccc4c(c3)c(C)c(C)n4C)CC2C)c1 (centres undefined)	-31	18	24	19	20	1	1.3	31	-1
CN1CCN(c2ccc(S(=O)(=O)N3CCCCC3)cc2N)CC1	13	2	3	7	22	1	0.87	0	-4
CC1(C)CC2CC(C)(CN2C(=O)C23CCC(C)(C(=O)C2)C3(C)C)C1 (centres undefined)	-7	4	43*	-10	4	0.99	1.1	5	1
CC(=O)Nc1nc2cc3c(cc2s1)OCCO3	-18	12	28	-1	6	1	1.2	3	-2
Cc1ccc(C(=O)NCc2ccco2)cc1S(=O)(=O)Nc1cccc(C)c1C	10	-15	22	18	3	0.96	0.9	-21	4
CCOc1ccccc1NC(=O)c1cc(C(=O)Nc2ccccc2OCC)cc(N2C(=O)CCC2=O)c1	4	3	17	23	3	0.87	0.95	4	13
COc1cc(C(=S)NCc2ccccc2)cc(Br)c1O	2	8	38	27	-4	0.93	0.98	-7	7
Cn1c(C(=O)NCc2cccs2)cc2oc3ccccc3c21	-5	11	2	-4	34	1.1	1	-12	-13

6 entries picked at random from those above, as already listed:
SMILES	hIAP inh	Apaf1 inhib	tim10-1 inh	TIM10 inh	NLRP3 yeast inh	mIAP act	hIAP activ	ATG4B inhibitor	mIAP inh
COC(=O)c1c(NC(=O)CSc2nc3ccccc3c(=O)n2Cc2ccco2)sc(C)c1C	-1	-4	9	9	9	0.92	1	-1	8
Cn1c(C(=O)NCc2cccs2)cc2oc3ccccc3c21	-5	11	2	-4	34	1.1	1	-12	-13
CN1CCN(c2ccc(S(=O)(=O)N3CCCCC3)cc2N)CC1	13	2	3	7	22	1	0.87	0	-4
Cc1ccc(C(=O)NCc2ccco2)cc1S(=O)(=O)Nc1cccc(C)c1C	10	-15	22	18	3	0.96	0.9	-21	4
COc1cc(C(=S)NCc2ccccc2)cc(Br)c1O	2	8	38	27	-4	0.93	0.98	-7	7
CC1(C)CC2CC(C)(CN2C(=O)C23CCC(C)(C(=O)C2)C3(C)C)C1 (centres undefined)	-7	4	43*	-10	4	0.99	1.1	5	1

Additional compounds follow.
SMILES	hIAP inh	Apaf1 inhib	tim10-1 inh	TIM10 inh	NLRP3 yeast inh	mIAP act	hIAP activ	ATG4B inhibitor	mIAP inh
O=S(=O)(c1ccc(F)cc1)c1nc(-c2ccccc2)oc1N1CCOCC1	-35	4	28	3	4	0.98	1.4	2	2
CNC(=O)CSc1nc2ccccc2c(=O)n1C1CCCCC1	0	-3	34	10	14	0.96	1	13	4
COc1ccc(NC(=O)CC2C(=O)NC3CCCCC3N2C(=O)c2ccc(F)cc2)cc1 (centres undefined)	-3	1	8	-3	25	1	1	9	-1
COc1ccc(NC(=O)CN(C)C(=O)C(Sc2ccccc2)c2ccccc2)cc1 (centres undefined)	8	13	10	4	22	1.1	0.92	1	-14
COC(=O)c1ccc(CN=C(NS(=O)(=O)c2ccccc2)c2ccccc2)cc1	-12	5	-7	8	4	1	1.1	-11	0
O=C(COC(=O)c1cccnc1Cl)Nc1nc(-c2ccccc2)cs1	7	-1	-8	15	14	0.97	0.93	-4	3
Cn1c(CNC(=O)c2ccco2)nnc1SCC(=O)c1ccc(F)cc1	5	3	3	13	5	0.96	0.95	-5	4
Cc1cc(NC(=O)CCN2CCC(C)CC2)ccc1Br	-14	-7	-4	-4	11	1.1	1.1	2	-6
COc1ccccc1/C=N/NC(=O)c1csc(C)c1C	-5	-2	6	13	14	0.92	1.1	6	8
COc1ccccc1NS(=O)(=O)c1cc(NC(=O)c2cc(=O)[nH]c3ccccc23)ccc1N1CCOCC1	4	11	-4	9	4	1	0.96	-20	0
O=C(Cc1ccccc1)Nc1ccc(NC(=O)c2ccco2)cc1	0	4	-13	-2	22	1	1	-9	-1
O=C(c1ccccc1F)N(NC(=O)C(O)(c1ccccc1)c1ccccc1)c1ccccc1	6	-2	27	21	9	0.98	0.94	-8	2
COc1ccc(Sc2ccc(/C=C3\C(=O)NN(c4ccccc4)C3=O)o2)cc1	30	6	28	22	-5	0.75	0.7	30	25
Cc1c(NC(=O)c2cc(-c3ccc(Cl)cc3)on2)c(=O)n(-c2ccccc2)n1C	-18	3	-3	-7	-4	1.1	1.2	-1	-5
CCNC(=S)N/N=C/c1ccc(-c2ccccc2)o1	16	9	44*	28	14	0.83	0.84	-17	17

Reformatted as labelled records: part of the list above
Structure: COc1ccc(NC(=O)CC2C(=O)NC3CCCCC3N2C(=O)c2ccc(F)cc2)cc1 (centres undefined)
- hIAP inh: -3
- Apaf1 inhib: 1
- tim10-1 inh: 8
- TIM10 inh: -3
- NLRP3 yeast inh: 25
- mIAP act: 1
- hIAP activ: 1
- ATG4B inhibitor: 9
- mIAP inh: -1

Structure: COc1ccc(NC(=O)CN(C)C(=O)C(Sc2ccccc2)c2ccccc2)cc1 (centres undefined)
- hIAP inh: 8
- Apaf1 inhib: 13
- tim10-1 inh: 10
- TIM10 inh: 4
- NLRP3 yeast inh: 22
- mIAP act: 1.1
- hIAP activ: 0.92
- ATG4B inhibitor: 1
- mIAP inh: -14

Structure: COC(=O)c1ccc(CN=C(NS(=O)(=O)c2ccccc2)c2ccccc2)cc1
- hIAP inh: -12
- Apaf1 inhib: 5
- tim10-1 inh: -7
- TIM10 inh: 8
- NLRP3 yeast inh: 4
- mIAP act: 1
- hIAP activ: 1.1
- ATG4B inhibitor: -11
- mIAP inh: 0

Other entries
SMILES	hIAP inh	Apaf1 inhib	tim10-1 inh	TIM10 inh	NLRP3 yeast inh	mIAP act	hIAP activ	ATG4B inhibitor	mIAP inh
O=C(COC(=O)c1cccc(S(=O)(=O)N2CCc3ccccc32)c1)Nc1ncc(C(F)(F)F)cc1Cl	-5	13	14	1	-5	1	1.1	-11	-4
COc1ccc(CN(C)C(=O)C2CSC3(C)CCC(=O)N23)cc1 (centres undefined)	14	19	2	-1	6	0.96	0.86	-2	4
CCOc1ccccc1N1CC(C(=O)NC2CCCCCC2)CC1=O (centres undefined)	9	-5	-7	-10	10	1	0.91	0	0
O=C1C(Cc2c[nH]c3ccccc23)NC(=S)N1Cc1ccccc1 (centres undefined)	9	5	12	14	1	1	0.91	-1	-1
O=C(Nc1ccc(Cl)c(S(=O)(=O)N2CCCCC2)c1)C1=COCCO1	-10	10	2	-4	20	0.99	1.1	-3	1
CCCN(CCC)CCCNC(=O)c1cn(C)c2ccc(S(=O)(=O)N(C)C3CCCCC3)cc2c1=O	8	10	-12	12	4	0.92	0.92	1	8
COc1ccc(C2/C=C\CN(CC3CC3)CC(=O)N2Cc2ccc(F)cc2)cc1 (centres undefined)	-4	6	25	14	17	1.1	1	11	-6
Cc1cc(C)c2c(CN3CCN(Cc4ccccc4)CC3)cc(=O)oc2c1C	16	16	18	29	18	0.9	0.84	-2	10
Cc1ccc(/C=N/NC(=O)CSc2nc3ccccc3s2)o1	1	3	12	21	19	0.93	0.99	4	7
O=C(NNC(=O)c1ccco1)c1cccc([N+](=O)[O-])c1	-7	9	13	1	4	1	1.1	3	-5
CCOC(=O)[C@@H]1[C@H]2COc3ccccc3[C@@H]2N2C(=O)N(c3ccc(Cl)cc3)C(=O)[C@@]12C	5	16	36	33	-3	0.93	0.95	0	7
COc1ccc(NC(=O)CN2CCN(c3ccc(C)cc3C)CC2)cc1	-2	-5	32	-1	21	0.97	1	-12	3
N#Cc1c(NC(=O)CSc2n[nH]c(N)n2)oc(-c2ccccc2)c1-c1ccccc1	-22	12	-19	-15	19	0.91	1.2	-8	9
Cc1csc(/C(=N\O)c2csc(C)n2)n1	-7	-21	25	0	12	0.88	1.1	7	12
CC1(C)Cc2ccccc2-c2nc3n(c(=O)c21)CCCS3	7	12	42*	26	-28	0.9	0.93	9	10
COC(=O)CNC(=O)c1cccs1	-15	-2	4	-21	3	1.1	1.1	8	-9

Compound profiles, from the list above:
Cc1cc(NC(=O)c2ccccc2)ncc1NC(=O)c1ccco1 as listed: hIAP inh = 15; Apaf1 inhib = -3; tim10-1 inh = 2; TIM10 inh = 20; NLRP3 yeast inh = -3; mIAP act = 0.93; hIAP activ = 0.85; ATG4B inhibitor = -4; mIAP inh = 7
CCNC(=S)N1CCN(CCN2C(=O)c3cccc4cccc(c34)C2=O)CC1 as listed: hIAP inh = -1; Apaf1 inhib = -8; tim10-1 inh = 15; TIM10 inh = 11; NLRP3 yeast inh = 20; mIAP act = 1; hIAP activ = 1; ATG4B inhibitor = -9; mIAP inh = -1
